Bioassay records from PubChem.
GAA glycogen – alters human alpha-glucosidase cleavage of glycogen | P10253 | recombinant GAA, glycogen substrate, Amplex Red glucose oxidase fluorescence | Potency, µM (titrated, usually from 76.4 µM), for inactives: top-dose activity change, negative = inhibition, usual class: inhibitors | hit rate 0.38% among 300,000 | AID 2100; active = well fitted inhibition curve with a large enough effect; inconclusive = small, poorly fitted or top-dose-only effect, or another doubt; inactive = no such curve, though single readings can be large or run the other way;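 also: 0% = full enzyme reaction and -100% = no-enzyme basal signal; the screen sought inhibitors and activators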
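qHTS, 1536-well; enzyme 4 nM final; cpd up to 77 uM; substrate bovine liver glycogen 30 ug; 50 mM citrate/phosphate pH 5.0, 0.01% Tween-20; 37 C, 40 min; Amplex Red detection 45 min RT; Hill fit → AC50.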
The depositor's hits bear a star; ? = inconclusive; [ ] = remark or other dose. Potency is read from the fitted curve at half-maximal effect.

SMILES	GAA glycogen
CCCCNC(=O)c1oc2ccc(S(=O)(=O)N3CCCC3)cc2c1C	-4.8%
COc1ccc(C(=O)NCCNc2nc3cc(C)c(C)cc3cc2C)cc1	7.4%
CCCOc1ccc(S(=O)(=O)n2cc(F)c(=O)[nH]c2=O)cc1	5.0%
CCOc1ccc(CCNC(=O)CS(=O)Cc2nc(-c3ccccc3Cl)oc2C)cc1OCC (stereo not drawn)	-3.2%[76.3 µM]
O=C1C(Cl)=C(NCCN2CCOCC2)C(=O)c2ccccc21	-3.3%
O=C(O)c1ccc(-n2nnnc2SCc2cccc(Br)c2)cc1	-4.3%
O=C(Nn1cnnc1)c1ccc(Cl)cc1	1.0%[76.3 µM]
COc1ccc(C2C(C(=O)c3ccco3)=C(O)C(=O)N2CCN2CCOCC2)c(OC)c1 (stereo not drawn)	-15.8%
Cc1cccc(C)c1NC(=O)CNC(=O)c1cn(-c2ccccc2)nc1-c1ccccc1	1.4%[76.3 µM]
CCN1C(=O)[C@H]2[C@@H](c3ccc(C)cc3)N3C(=O)N(c4cccc(F)c4)C(=O)[C@@]3(CC)[C@H]2C1=O	10.0%[76.3 µM]
CCCCn1c(N)c(N(CCOC)C(=O)c2cc(-c3ccncc3)nc3ccccc23)c(=O)[nH]c1=O	-2.3%[76.3 µM]
CCCSCCCNC(=O)c1ccccc1NC(=O)C1=CSCCO1	-5.4%[76.3 µM]
CCOc1cc(/C=C/C(=O)c2ccc3c(c2)OCCO3)ccc1OCC(=O)N(C)C	-7.9%[76.3 µM]
COc1ccc(-c2csc(N3CCN(S(=O)(=O)c4ccc5c(c4)NC(=O)CO5)CC3)n2)cc1	-0.2%[76.3 µM]
CCOC(=O)c1cc(C(=O)NC(C)c2ccccc2)c(=O)[nH]c1C (stereo not drawn)	-1.8%[76.3 µM]
CCc1nc(SCc2ccccc2)n[nH]1	2.1%[76.3 µM]
COc1ccc(S(=O)(=O)N2CCc3ccccc32)cc1[N+](=O)[O-]	4.1%
COc1cc2c(cc1OC)CN(C1CCC(C)CC1)CC2 (stereo not drawn)	4.3%[76.3 µM]
O=C(c1ccncc1)N1CCN(CCc2ccccc2)CC1	2.1%[76.3 µM]
CCc1nc(SCc2ccc(Br)cc2)n[nH]1	-3.7%
C=CCSc1nnc(NC(=O)CCNC(=O)c2ccco2)s1	-0.3%
COc1cccc(OCc2cc(C(=O)N3CCN(C4CCCCC4)C(=O)C3)no2)c1	-1.6%[76.3 µM]
O=C(NCc1ccccc1Cl)C1CCCN(S(=O)(=O)c2cccc3nonc23)C1 (stereo not drawn)	-2.7%
CCOc1cc(C2NC(=O)CCC2[N+](=O)[O-])cc(Br)c1OCC (stereo not drawn)	-5.1%
COCC1CCCN(C(=O)c2ccc3oc(CCCc4ccccc4)nc3c2)C1 (stereo not drawn)	-3.7%[76.3 µM]

Carrying on:
SMILES	GAA glycogen
CC(C)(C)C(=O)Nc1ccccc1N1CCN(c2ccc(F)cc2)CC1	-10.9%
Cc1cc2ccccn2c1C(=O)c1ccccc1Br	-1.1%
CC1CCCN(CCOc2cccc(Oc3ccccc3)c2)C1 (stereo not drawn)	-4.3%[76.3 µM]
CCc1cc2ccc(C)cc2nc1SCC(=O)NC1CCCC1	-1.0%
CCC(=O)N1CCc2cc(Br)cc(S(=O)(=O)N(C)c3ccc(OC)cc3)c21	-6.7%
Cc1cc(C)c2oc(=O)cc(CN3CCC(C)CC3)c2c1	0.5%
CCOc1ccc(S(=O)(=O)N2CCC(C(=O)NCc3cccnc3)CC2)cc1Cl	0.3%
Cc1c(C)c2ccc(OCC(=O)N3CCC[C@@H]3C(=O)O)c(C)c2oc1=O	-16.7%[76.3 µM]
COCCNC(=O)C1CCC(=O)N1S(=O)(=O)c1ccc(C)cc1 (stereo not drawn)	1.9%[76.3 µM]
CCOc1ccc(NC(=O)CCN2CCN(S(=O)(=O)c3ccc(F)cc3)CC2)cc1	-7.8%[76.3 µM]
COC(=O)C1=C(C)N(C)C(=O)NC1c1c(OC)ccc2ccccc12 (stereo not drawn)	-1.0%[76.3 µM]
Cc1ccc(S(=O)(=O)Nc2nc(C)c(C(=O)NNS(=O)(=O)c3cc(C)ccc3C)s2)cc1	5.1%[76.3 µM]
CCN(CC)C(=O)C1CCCN(Cc2ccc3ccccc3c2)C1 (stereo not drawn)	-2.7%[76.3 µM]
Cc1ccc(O)c(-c2[nH]ncc2C(=O)c2ccc(Cl)cc2)c1	-6.3%
CN(C)S(=O)(=O)c1ccc(C(=O)Nc2cccc(C(=O)N3CCOCC3)c2)cc1	-4.1%[76.3 µM]
CCC1(c2ccc(F)cc2)NC(=O)N(CC(=O)Nc2ccccc2Cl)C1=O (stereo not drawn)	0.0%
O=C(Nc1ccccc1Cc1ccccc1)c1ccncc1	-11.2%[76.3 µM]
CC(NC(=O)c1ccc(Br)o1)C1CCCO1 (stereo not drawn)	-4.9%[76.3 µM]
O=C(NCCC1=CCCCC1)C1CC(=O)N(Cc2ccccc2)C1 (stereo not drawn)	0.5%[76.3 µM]
COC(=O)c1cc(C)sc1NC(=O)c1ccco1	-5.9%[76.3 µM]
c1ccc(-c2ccccc2OCCCCn2ccnc2)cc1	6.3%[76.3 µM]
CCOc1ccc2[nH]c3c(NCCCOC)ncnc3c2c1	-0.3%
COc1ccc(Cl)cc1NC(=O)CNCc1cccs1	0.2%
O=C(CSc1nnc(CNC(=O)c2c(F)cccc2Cl)o1)NC1CCCC1	1.4%[76.3 µM]
Cc1ccc(C(=O)NCCC(=O)NCc2ccco2)cc1	4.1%[76.3 µM]

(more compounds)
SMILES	GAA glycogen
COc1ccc(OC)c(S(=O)(=O)N2CCC(C(=O)N3CCCC3)CC2)c1	1.9%
COC(=O)CCSc1nc(N2CCOCC2)c2c(c1C#N)CC(C)(C)OC2	3.0%
CCOc1cc(CN2CCN(C(=O)c3cccc4ccccc34)CC2)ccc1OC	1.0%[76.3 µM]
CC1CCN(CCNC(=O)C2CCCN(c3ncnc4c3nc3n4CCCCC3)C2)CC1 (stereo not drawn)	-1.7%[76.3 µM]
O=C(C(Cl)Cl)N1CCN(Cc2ccc3c(c2)OCO3)CC1	2.7%[76.3 µM]
COc1ccc2[nH]cc(CCNC(=O)Cc3ccc(Cl)cc3)c2c1	1.9%
O=C(NCC1CCCO1)C1CCCN(S(=O)(=O)c2cc(Cl)ccc2Cl)C1 (stereo not drawn)	0.1%[76.3 µM]
Cc1ccc(-c2ocnc2C(=O)Nc2nc(C)cs2)cc1	-4.1%[76.3 µM]
CCOc1ccccc1N1CCN(CC(=O)Nc2nc(C)c(C(=O)N(C)C)s2)CC1	3.0%[76.3 µM]
NC(=O)C1CC(=O)N(c2ccc(OCC(=O)Nc3ccc(Cl)cc3)cc2)C1 (stereo not drawn)	-16.1%
O=[N+]([O-])c1cccc(S(=O)(=O)c2ccc(NCCOCCO)c([N+](=O)[O-])c2)c1	3.4%
COc1ccc2ccccc2c1/C=N/NC(=O)c1ccccc1F	-10.5%[76.3 µM]
Cc1ccccc1C(=O)NCCCNC(=O)c1ccccn1	3.5%
O=C1CCC(C(=O)N2CCc3c(Cl)cccc3C2)CN1CCCN1CCOCC1 (stereo not drawn)	-3.7%[76.3 µM]
COc1ccc(-c2csc3ncnc(N4CCN(CCO)CC4)c23)cc1	-0.8%
NC(=O)c1nsc(C(=O)N(Cc2ccccc2F)C(C(=O)NCC2CCCO2)c2ccc(F)cc2)c1N (stereo not drawn)	7.4%
COc1ccc(-c2nc(CN3CCN(Cc4ccccc4)CC3)c(C)o2)cc1	7.0%[76.3 µM]
COc1ccc(-c2cc3ccc(OCC(=O)NCC4CCC(C(=O)O)CC4)cc3oc2=O)cc1 (stereo not drawn)	-3.9%[76.3 µM]
O=Cc1ccc(C(=O)OCC(=O)Nc2ccc(F)cc2F)cc1	1.1%
CC(=O)Oc1ccc2c(C)c(CC(=O)N3CCN(C(=O)C4COc5ccccc5O4)CC3)c(=O)oc2c1C (stereo not drawn)	9.9%[76.3 µM]
Cc1ccc(N2CC(C(=O)N3CCOCC3)CC2=O)cc1Cl (stereo not drawn)	-0.7%
O=C(CCC1CCN(Cc2ccc(C#CCCO)cc2)CC1)NC1CC1	11.7%[76.3 µM]
CC1(C)CC(=O)C2=C(C1)NC(=O)NC2c1ccc([N+](=O)[O-])cc1 (stereo not drawn)	0.9%[76.3 µM]
CC(C)n1cc(CN2CCC(n3nccc3NC(=O)C3CCCC3)CC2)cn1	-2.3%[76.3 µM]
FC(F)Oc1ccccc1/C=N/Nc1nc2ccccc2o1	-3.6%

Following part:
SMILES	GAA glycogen
O=C(CN1C(=O)c2ccc([N+](=O)[O-])cc2C1=O)NCc1ccc(C(=O)O)cc1	-6.0%[76.3 µM]
COc1ccc(-c2csc(Nc3cc(C)ccn3)n2)cc1OC	-7.3%[76.3 µM]
COc1ccc(CN2CCSCC2)c(OC)c1C	-7.8%[76.3 µM]
CCCCN1C2CCCC1CC(NC(=O)c1cccc(OC)c1)C2 (stereo not drawn)	-7.9%[3.05 µM]
CCOC(=O)c1ccc(NC(=O)N2CCCCCC2)cc1	-5.7%[76.3 µM]
Cc1ccnc(Nc2nc(-c3ccc(O)c(O)c3)cs2)c1	6.31µM*
O=C(Nc1ccncc1)c1ccc([N+](=O)[O-])cc1Cl	-4.0%
COc1cccc(NC(=O)CC(=O)c2ccc([N+](=O)[O-])cc2)c1	-2.5%
COc1ccccc1OCc1nc2ccccc2n1C	4.3%
COc1ccc(Nc2nc(-c3cccnc3)cs2)c(OC)c1	-3.3%[76.3 µM]
CC1CCN(C(=O)C(=O)c2cn(CC(=O)N3CCCCCC3)c3ccccc23)CC1	-6.9%[76.3 µM]
COc1cccc(OCc2cc(C(=O)N(C)C3CCOCC3)no2)c1	-2.9%[76.3 µM]
c1ccc2c(N3CCOCC3)c3c(nc2c1)CCC3	18.0%[76.3 µM]
O=C(Nc1ccc(Cl)cc1)c1ccc(S(=O)(=O)N2CCOCC2)cc1	-6.8%[76.3 µM]
Cc1c(OCC(=O)N2CCC(C(=O)O)CC2)ccc2c3c(c(=O)oc12)CCC3	-6.3%[76.3 µM]
COc1ccccc1C(=O)Nc1sc2c(c1C#N)CCC2	-0.9%[76.3 µM]
O=C1CC(c2cc(-c3ccccc3)no2)C1	-14.2%[76.3 µM]
CCN(CC(=O)Nc1ccc(NC(C)=O)cc1)CC(=O)Nc1cccc(Cl)c1	1.9%
O=C1CN(C(=O)NCC(=O)N[C@@H](Cc2ccccc2)C(=O)O)c2ccccc2N1	13.3%[76.3 µM]
Cc1c(CNCCc2ccc(Cl)cc2)c(C(=O)O)c(C)n1-c1ccccc1	8.5%
Oc1cccc(Nc2ncnc3c2oc2ccccc23)c1	-17.2%
CCN(Cc1ccccc1)C(=O)Cn1cc(S(=O)(=O)NC)c(S(=O)(=O)NC)c1	-8.6%
CCN1CCN(C(=O)NC2CCCCC2)CC1	-1.5%[76.3 µM]
CCCCN(Cc1ccco1)S(=O)(=O)c1csc(C(N)=O)c1	-8.0%[76.3 µM]
COc1ccc(-n2nc3c(c2NC(=O)C2CCCC2)CS(=O)(=O)C3)cc1	-3.0%[76.3 µM]

Following part
SMILES	GAA glycogen
CCc1ccc(N2CC(C(=O)Nc3ccc4c(c3)OCCO4)CC2=O)cc1 (stereo not drawn)	-6.8%
O=C(O)c1ccc(OCC2CCCO2)cc1 (stereo not drawn)	2.4%[76.3 µM]
Cc1ccc(O)c(Nc2ncnc3ccc([N+](=O)[O-])cc23)c1	?
O=C(N/N=C/c1ccc(O)c(O)c1)NC12CC3CC(CC(C3)C1)C2	10µM*
O=C(CNC(=O)C1CCCCC1)NNC(=O)c1ccc(Cl)cc1Cl	0.5%[76.3 µM]
O=C(Nc1nnc(C2=COCCO2)o1)c1ccc([N+](=O)[O-])cc1	7.2%[76.3 µM]
CN1CCN(C(=O)c2ccccc2NC(=O)COc2ccccc2Cl)CC1	-3.7%[76.3 µM]
Cc1nc(C)c(C(=O)Nc2cccc(F)c2)s1	-8.7%
CCc1nn(CC(=O)NC2CCN(Cc3ccccc3)CC2)c(=O)c2cc3cc(F)ccc3n12	1.2%[76.3 µM]
Cc1ccc(CCC(=O)Nc2ccc(Br)cc2)o1	-11.3%[76.3 µM]
CS(=O)(=O)Nc1ccc(-c2cn3cccnc3n2)cc1	2.1%
CC1CC(C)CN(C(=O)CCC(=O)Nc2nnc(C3CCCCC3)s2)C1 (stereo not drawn)	1.3%[76.3 µM]
CCOc1cc(Cl)c(S(=O)(=O)NCCCn2ccnc2)cc1Cl	-2.3%[76.3 µM]
Cc1cccc(Nc2ncnc3onc(-c4cccc(Cl)c4)c23)c1C	-11.6%[76.3 µM]
COc1ccc(CCN2CCCC(CN(C)C(=O)c3cc(C)oc3C)C2)cc1 (stereo not drawn)	-3.4%[76.3 µM]
CCOC(=O)C1CCCN(C(=O)c2cccc3ccccc23)C1 (stereo not drawn)	6.9%[76.3 µM]
NC(=O)c1ccc(NC(=O)CS(=O)(=O)c2cn(CC(=O)N3CCCCC3)c3ccccc23)cc1	-10.5%[76.3 µM]

Gathered by group: those above containing a COOH group
SMILES	GAA glycogen
O=C(O)c1ccc(-n2nnnc2SCc2cccc(Br)c2)cc1	-4.3%
Cc1c(C)c2ccc(OCC(=O)N3CCC[C@@H]3C(=O)O)c(C)c2oc1=O	-16.7%[76.3 µM]
COc1ccc(-c2cc3ccc(OCC(=O)NCC4CCC(C(=O)O)CC4)cc3oc2=O)cc1 (stereo not drawn)	-3.9%[76.3 µM]
O=C(CN1C(=O)c2ccc([N+](=O)[O-])cc2C1=O)NCc1ccc(C(=O)O)cc1	-6.0%[76.3 µM]
Cc1c(OCC(=O)N2CCC(C(=O)O)CC2)ccc2c3c(c(=O)oc12)CCC3	-6.3%[76.3 µM]
O=C1CN(C(=O)NCC(=O)N[C@@H](Cc2ccccc2)C(=O)O)c2ccccc2N1	13.3%[76.3 µM]
Cc1c(CNCCc2ccc(Cl)cc2)c(C(=O)O)c(C)n1-c1ccccc1	8.5%
O=C(O)c1ccc(OCC2CCCO2)cc1 (stereo not drawn)	2.4%[76.3 µM]

These rows are one share of the data (hit frequency here may not be typical).
